# Source: PubChem BioAssay
# RNase H inhibition – RNase H inhibition, HIV 1 Gag Pol polyprotein, FRET biochemical assay, screening (AID 372) | HIV-1 RT RNase H, FRET RNA/DNA substrate fluorescence; higher % means a stronger effect | one-dose inhibition, % at 10 µM; IC50 in µM for titrated hits | hit rate 0.77% among 100,000; in the data active = inhibition above about 50%
# The depositor's hits bear a star.
SMILES,RNase H inhibition
Cc1cc(C)c(C=C2C(=O)c3ccccc3C2=O)c(C)c1C,35%
CCc1ccc(/C=C2\SC(=S)N(CCCC(=O)Nc3cccc(C(F)(F)F)c3)C2=O)cc1,3%
COc1ccc(N2C(=O)/C(=C/c3cccn3-c3ccc(Br)cc3)C(=O)NC2=S)cc1,29%
COc1ccc(-c2cn3cccc(C)c3n2)cc1Br,6%
Cc1ccc(C)c(OCCN2CCCCC2)c1,8%
Cc1cc(/C=C(\C#N)C(N)=O)c(C)n1-c1ccc(Cl)cc1,11%
CCCCNCCCOc1ccc(OC)cc1,0%
CCOc1ccc(C(=O)N2CCCCCC2)cc1OCC,8%
COc1cc(/C=C2/SC(=S)NC2=O)ccc1OC(=O)c1cccc(Br)c1,28%
Cc1ccc(N2C(=O)/C(=C3/C(=O)N(C)c4ccccc43)SC2=S)cc1C,6%
Cc1ccc(N2CCN(C3=NC(=O)/C(=C\c4ccccc4OC(C)C)S3)CC2)cc1,14%
O=C(NC(=S)Nc1ccc(O)c(-c2nc3ccccc3o2)c1)c1ccco1,16%
Cc1cccc(N2CCN(C(=O)c3ccc([N+](=O)[O-])cc3)CC2)c1C,26%
Cc1ccc(NC(=O)C2CC(=O)N=C(N)S2)cc1Cl (stereo not drawn),0%
O=C(Nc1ccc(Cl)c(Cl)c1)c1ccc(Cl)c([N+](=O)[O-])c1,9%
O=C1N=c2ccccc2=C1c1sc(Nc2cccc(O)c2)nc1O,12%
Fc1ccccc1Nc1nc(-c2cccs2)cs1,29%
Cc1[nH]c2ccc(C(=O)O)cc2c(=O)c1CCC(=O)O,0%
COc1cccc(C(=O)Nc2cc3nn(-c4ccc(Cl)cc4)nc3cc2C)c1,28%
O=c1oc2c3c4c(cc2cc1-c1nnc(-c2ccccc2)o1)CCCN4CCC3,0%
CCC(=O)N1N=C2c3cc(OC)ccc3CCC2C1c1cccc(F)c1 (stereo not drawn),7%
C=CCc1cccc(/C=N/N=C2c3ccccc3Cc3ccccc32)c1O,7%
O=C(O)c1ccc(/C=C2\SC(=S)N(c3cccc(C(F)(F)F)c3)C2=O)cc1,17%
O=C(c1ccc(Cl)cc1)c1cccc([N+](=O)[O-])c1,15%
O=C(NC1CCS(=O)(=O)C1)c1ccccc1 (stereo not drawn),9%
CCOC(=O)C1=C(C)NC2=C(C(=O)CC(c3ccc(OC)cc3)C2)C1c1ccccc1F (stereo not drawn),11%
CCCS(=O)(=O)C(=C(Nc1ccc(OC)cc1)Nc1ccc(OC)cc1)S(=O)(=O)CCC,7%
Cn1c(/C(C#N)=C(\O)c2cccc(F)c2)nc2ccccc21,11%
O=C(/C=C/Nc1ccc(Oc2ccc(N/C=C/C(=O)C(F)(F)F)cc2)cc1)C(F)(F)F,15%
Cc1ccc(N2C(=O)C3C(C2=O)C2(C)C(=O)C3(C)C(c3ccccc3)=C2c2ccccc2)c(C)c1 (stereo not drawn),8%
Cc1nc(SCC(=O)Nc2ccc(Br)cc2)c(C#N)c(C)c1C,30%
CCCCCCc1nnc(NC(=O)CCCC)s1,8%
CC(C)(C)c1ccc(O)c(N=Cc2ccccc2O)c1,9%
COCCOC(=O)C1=C(C)NC2=C(C(=O)CC(c3ccccc3)C2)C1c1ccc(OCc2ccccc2)cc1 (stereo not drawn),12%
O=C(NCc1ccco1)C1C2C3CCC(C3)C12 (stereo not drawn),11%
CC1=C(C(=O)OC2CCCCC2)C(c2cccc(Cl)c2)C2=C(CC(C)(C)CC2=O)N1 (stereo not drawn),7%
CC(O)C(=O)N/N=C/c1ccc(F)cc1 (stereo not drawn),3%
O=C(Nc1nc(-c2ccccc2)c(-c2ccccc2)s1)c1ccc(S(=O)(=O)N2CCCC2)cc1,8%
COCCOC(=O)C1=C(C)NC2=C(C(=O)CCC2)C1c1cc([N+](=O)[O-])ccc1Cl (stereo not drawn),11%
O=S(=O)(Nc1nc2ccccc2s1)c1cccc2cccnc12,8%
CC1=C(C)CC2C(=O)N(c3cccc(C(F)(F)F)c3)C(=O)C2C1 (stereo not drawn),14%
CCOc1ccc2c(c1)/C(=C1/SC(C(C)=O)=C(c3ccccc3)S1)C(=S)C(C)(C)N2,40%
Cc1ccc(C(=O)c2ccc(N3CCN(C)CC3)c([N+](=O)[O-])c2)cc1,4%
COC(=O)CN(c1cccc(Cl)c1)S(=O)(=O)c1ccccc1,11%
CC(=O)Oc1ccc(-c2cccc(C(=O)NC(C)(C)C)c2)cc1,0%
C=CCOCCN(CCOCC=C)C1=NS(=O)(=O)c2cc([N+](=O)[O-])ccc21,8%
O=C(CSc1nc2ccccc2s1)Nc1ccc(/C=C/c2ccccc2)cc1,15%
CC1(C)CC(=O)C2=C(C1)Nc1ccccc1NC2c1coc2c(Cl)cc(Cl)cc2c1=O (stereo not drawn),2%
Cc1cc(/C=C2/SC(=S)NC2=O)c(C)n1-c1cccc(C(F)(F)F)c1,41%
O=C(CCc1ccccc1)Nc1ccc([N+](=O)[O-])cc1[N+](=O)[O-],2%
O=S(=O)(Nc1ccc(OC(F)F)cc1)c1cccs1,0%
COC(=O)c1ccc(NC(=O)/C=C/c2ccc(OCc3ccc(Cl)cc3)c(OC)c2)cc1,20%
CCOC(=O)C1=CC2(SC=C(C(=O)OCC)S2)C2=C(S1)C(C)(C)Nc1ccc(C)cc12 (stereo not drawn),5%
Cc1c(Cc2ccccc2)c(=O)oc2c(C)c(OS(C)(=O)=O)ccc12,0%
Cc1sc(NC(=O)C2C3C=CC(C3)C2C(=O)O)nc1-c1ccccc1 (stereo not drawn),6%
Cc1ccc(/C=C/C(=O)O)cc1S(=O)(=O)N1CCc2ccccc21,15%
O=C(Nc1ccccc1CO)c1ccc(F)cc1,1%
O=C(CSc1ccc2ccccc2n1)N/N=C/c1ccc(O)cc1,6%
C=CCN(CC=C)C(=O)c1c(Cl)c(Cl)c(Cl)c(Cl)c1C(=O)O,0%
CC(C)c1ccccc1NC(=O)c1ccc(Br)o1,12%
# New compounds follow
SMILES,RNase H inhibition
COc1ccc(Nc2nc(-c3ccc(Cl)c(Cl)c3)cs2)cc1,10%
COc1ccccc1NC(=O)/C(=C/c1ccco1)NC(=O)c1ccc(C)cc1,7%
Cc1nnc(NS(=O)(=O)c2c(C(C)C)cc(C(C)C)cc2C(C)C)s1,18%
Cc1sc(NC(=O)c2ccc(F)cc2)c(C(=O)O)c1C,9%
Cc1ccc(S(=O)(=O)Nc2ccc(Cl)c(C(F)(F)F)c2)cc1,7%
COc1ccc(/C=N/Nc2cc(N3CCCCC3)nc(N3CCCCC3)n2)cc1,10%
COC(=O)C1=C(C)N=c2s/c(=C\c3ccc(OC)c(OC)c3)c(=O)n2C1/C=C/c1ccccc1 (stereo not drawn),22%
O=C(/C=C/c1cccs1)NC1CCS(=O)(=O)C1 (stereo not drawn),6%
CCc1ccc(NC(=O)C2CC(=O)N(c3ccc(Br)cc3)C2)cc1 (stereo not drawn),1%
O=[N+]([O-])c1cc(-c2nnc(-c3ccc(Br)o3)o2)ccc1Cl,8%
COc1ccc(C(=O)N2CCN(C3CCCC(C)C3)CC2)cc1OC (stereo not drawn),7%
COc1ccc(-c2nnc(NC(=O)c3ccc(C(C)(C)C)cc3)s2)cc1OC,1%
CCCN(CCC)C(=O)c1ccc(OC)cc1,9%
CCN(CC)c1ccc(/C=C2/C=C(c3ccc(C)cc3)OC2=O)cc1,19%
CCCC(=O)Nc1ccc(NC(=O)c2ccc(Cl)c(Cl)c2)cc1,10%
Cc1ccc(-c2nc3ccccc3c(C(=O)Nc3cccc(C(F)(F)F)c3)c2C)cc1,30%
O=c1[nH]cc(Cc2ccc(O)cc2)c(=O)[nH]1,3%
Cc1cc([N+](=O)[O-])ccc1-c1ccc(/C=C2/C(=O)NC(=O)N(c3ccccc3)C2=O)o1,17%
COc1cccc(/C=C2\SC(=S)N(c3cccc(C)c3C)C2=O)c1,3%
CCOc1ccc(NC(=O)/C=C\C(=O)O)cc1,5%
C=CCOC(=O)C1=C(C)N(C)C(=O)NC1c1cccc([N+](=O)[O-])c1 (stereo not drawn),6%
COc1cc(OC)c(C2Nc3cccc4cccc(c34)N2)c(OC)c1,19%
O=C(Nc1cc(Cl)cc(Cl)c1)c1ccc2c(c1)OCO2,4%
COc1cc(NC(C)=O)ccc1NC(=O)c1ccco1,2%
Cc1ccc(C)c(N(CC(=O)Nc2ccc(C)c(Cl)c2)S(=O)(=O)c2ccccc2)c1,28%
O=C(CSCc1ccccc1)Nc1ccc(Br)cc1C(=O)O,7%
CC1=C(C(=O)OCCc2ccccc2)C(c2ccc(Cl)c(Cl)c2)NC(=O)N1 (stereo not drawn),26%
O=C(O)c1ccccc1C(=O)OCCn1c(=O)c2cc3c(=O)n(CCOC(=O)c4ccccc4C(=O)O)c(=O)c3cc2c1=O,11%
CCOC(=O)c1cccc(NC(=O)c2ccc(Cl)cc2Cl)c1,6%
O=C1/C(=C\c2ccc3ccccc3c2)SC(=S)N1c1ccccc1,1%
CCSCCOC(=O)C1=C(C)NC2=C(C(=O)CC(c3ccc(Cl)cc3)C2)C1c1ccc([N+](=O)[O-])cc1 (stereo not drawn),14%
O=C(c1ccc(Cl)cc1)C(Sc1nnnn1-c1ccccc1)c1ccc([N+](=O)[O-])cc1 (stereo not drawn),17%
O=C(CSC(=S)N1CCCC1)c1cc(Br)cc(Br)c1O,12%
CC(=O)CC(=O)Nc1ccc(NC(=O)CC(C)=O)c(Cl)c1,17%
CC(=O)c1c(C)[nH]c(C(=O)OCc2ccccc2)c1C,5%
COc1ccc(OCCSc2nnnn2-c2ccccc2)cc1,13%
Cc1cccc(N2C(=O)CC(N3CCN(Cc4ccc5c(c4)OCO5)CC3)C2=O)c1 (stereo not drawn),0%
O=C(NN=C1CCCC1)c1cccnc1,3%
O=C(Nc1cccnc1)c1nn2c(C(F)(F)F)cc(-c3ccco3)nc2c1Cl,0%
COc1ccc(NC(=O)CN(CCc2ccccc2)S(=O)(=O)c2ccc(OC)cc2)cc1,6%

# 18 of the compounds above, with bars between the fields.
smiles | RNase H inhibition
O=C(NC(=S)Nc1ccc(O)c(-c2nc3ccccc3o2)c1)c1ccco1 | 16%
Cc1cccc(N2CCN(C(=O)c3ccc([N+](=O)[O-])cc3)CC2)c1C | 26%
Cc1ccc(NC(=O)C2CC(=O)N=C(N)S2)cc1Cl (stereo not drawn) | 0%
O=C(Nc1ccc(Cl)c(Cl)c1)c1ccc(Cl)c([N+](=O)[O-])c1 | 9%
O=C1N=c2ccccc2=C1c1sc(Nc2cccc(O)c2)nc1O | 12%
Fc1ccccc1Nc1nc(-c2cccs2)cs1 | 29%
Cc1[nH]c2ccc(C(=O)O)cc2c(=O)c1CCC(=O)O | 0%
COc1cccc(C(=O)Nc2cc3nn(-c4ccc(Cl)cc4)nc3cc2C)c1 | 28%
O=c1oc2c3c4c(cc2cc1-c1nnc(-c2ccccc2)o1)CCCN4CCC3 | 0%
CCC(=O)N1N=C2c3cc(OC)ccc3CCC2C1c1cccc(F)c1 (stereo not drawn) | 7%
C=CCc1cccc(/C=N/N=C2c3ccccc3Cc3ccccc32)c1O | 7%
O=C(O)c1ccc(/C=C2\SC(=S)N(c3cccc(C(F)(F)F)c3)C2=O)cc1 | 17%
O=C(c1ccc(Cl)cc1)c1cccc([N+](=O)[O-])c1 | 15%
O=C(NC1CCS(=O)(=O)C1)c1ccccc1 (stereo not drawn) | 9%
CCOC(=O)C1=C(C)NC2=C(C(=O)CC(c3ccc(OC)cc3)C2)C1c1ccccc1F (stereo not drawn) | 11%
CCCS(=O)(=O)C(=C(Nc1ccc(OC)cc1)Nc1ccc(OC)cc1)S(=O)(=O)CCC | 7%
Cn1c(/C(C#N)=C(\O)c2cccc(F)c2)nc2ccccc21 | 11%
O=C(/C=C/Nc1ccc(Oc2ccc(N/C=C/C(=O)C(F)(F)F)cc2)cc1)C(F)(F)F | 15%

# New compounds follow.
SMILES,RNase H inhibition
C/C(=N\NC(=O)c1ccc(C(C)(C)C)cc1)c1cccnc1,0%
COc1cc(NS(=O)(=O)c2ccc(Cl)cc2)c(OC)cc1Cl,9%
COc1ccccc1CC(=O)Nc1cc(Cl)ccc1OC,44%
O=C(Nc1ccc(Cc2ccncc2)cc1)c1cc(Br)ccc1Cl,17%
Cc1ccc(C(=O)Nc2cccc(NC(=O)c3ccccc3)c2)cc1[N+](=O)[O-],7%
NC(=S)n1[nH]c(-c2ccccc2)c(N=Nc2ccc(C(=O)O)cc2)c1=O,1%
Oc1ccccc1/C=N/N=C/c1ccccc1O,7%
Cc1ccc2nc(-c3ccc(C)c(NC(=S)NC(=O)c4cccc(Br)c4)c3)oc2c1,22%
C=CCN1C(=O)/C(=C/c2ccc(C)cc2)C(=O)NC1=S,7%
Cc1nc2n(CC(=O)N3CCOCC3)c3ccccc3n2n1,1%
COc1ccccc1OCC(=O)N=Nc1c(O)n(C)c2ccc(C)cc12,8%
CCOC(=O)c1c(NC(=O)c2cccc(F)c2)sc(C(=O)Nc2cccc(Cl)c2C)c1C,7%
CCC(=O)N1c2ccccc2-c2nnc(SC)nc2OC1c1cccc(OC)c1 (stereo not drawn),11%
CCOC(=O)c1ccc(-c2ccc(C(=O)Nc3cccc(NC(=O)c4ccccc4C)c3)o2)cc1,13%
O=c1[nH]c(NNC(=S)Nc2ccccc2)nc2sc3c(c12)CCCC3,13%
CC1=C(C(=O)OCC(F)(F)F)C(c2ccccc2OC(C)C)NC(=O)N1 (stereo not drawn),4%
CC(=O)C(C)(C)/C(C)=N/N=C(\N)c1ccc(C)cc1,0%
Oc1cccc(Nc2nc(-c3ccc(Cl)c(Cl)c3)cs2)c1,36%
O=C(O)c1ccc(S(=O)(=O)c2ccc3c(c2)C(=O)N(c2ccncc2)C3=O)cc1,7%
CCCOc1ccc(CC(=N)N)cc1,15%
COCCNC(=S)Nc1ccc(OC)cc1,0%
COc1ccc(OC)c(C2NC(=S)NC(C)=C2C(=O)Nc2ccc(C)c(Cl)c2)c1 (stereo not drawn),15%
CN1C(=O)/C(=C\c2cc(Br)ccc2OCc2ccccc2)SC1=S,22%
Cc1ccc(N2C(=O)c3ccccc3C2=O)cc1C,5%
COC(=O)C1C(C(C)C)N(c2ccccc2)OC1(C)O (stereo not drawn),6%
COc1ccc(CCNC2CC(=O)N(c3ccc(Br)cc3)C2=O)cc1 (stereo not drawn),11%
CC1(C)Cc2c(sc(/N=C/N3CCCC3)c2C#N)C(C)(C)N1,11%
O=C1C(C23CC4CC(CC(C4)C2)C3)C(=O)N(c2ccccc2)N1c1ccccc1,12%
COc1cc(C=O)ccc1OCCOCCOc1ccccc1OC(C)C,14%

# Not all compounds are listed, so the mix of outcomes need not match the whole.
